IDE inh = inhibits human insulin-degrading enzyme in HEK cells; FAbetaB cleavage, fluorescence polarization; AID 434962; inhibition, % at 5.59 µM; 0.41% of 320,000 active;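 active = percent inhibition above the average of all tested compounds plus 3 SD, set per screening campaign, cut at about 16% in these data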;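 also: IDE supplied by intact live HEK cells; FP after avidin binding of uncleaved biotin substrate so inhibition keeps polarization high; 0% = DMSO wells and 100% = 60 µM reference IDE inhibitor Ii1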
CHRM5 antagonist = antagonists of human muscarinic M5 receptor (CHRM5); CHO-hM5 cells, Fluo-8 calcium fluorescence, ACh EC80; inhibition, % at 3 µM; 0.59% of 360,000 active; AID 624040;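 active = inhibition above a per-plate cutoff, the mean of that plate's test compounds plus 3 SD, cut at about 27% in these data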;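 also: 0% = acetylcholine EC80 with DMSO and 100% = DMSO without agonist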
Target sequence (P08912 whole entry, looked up): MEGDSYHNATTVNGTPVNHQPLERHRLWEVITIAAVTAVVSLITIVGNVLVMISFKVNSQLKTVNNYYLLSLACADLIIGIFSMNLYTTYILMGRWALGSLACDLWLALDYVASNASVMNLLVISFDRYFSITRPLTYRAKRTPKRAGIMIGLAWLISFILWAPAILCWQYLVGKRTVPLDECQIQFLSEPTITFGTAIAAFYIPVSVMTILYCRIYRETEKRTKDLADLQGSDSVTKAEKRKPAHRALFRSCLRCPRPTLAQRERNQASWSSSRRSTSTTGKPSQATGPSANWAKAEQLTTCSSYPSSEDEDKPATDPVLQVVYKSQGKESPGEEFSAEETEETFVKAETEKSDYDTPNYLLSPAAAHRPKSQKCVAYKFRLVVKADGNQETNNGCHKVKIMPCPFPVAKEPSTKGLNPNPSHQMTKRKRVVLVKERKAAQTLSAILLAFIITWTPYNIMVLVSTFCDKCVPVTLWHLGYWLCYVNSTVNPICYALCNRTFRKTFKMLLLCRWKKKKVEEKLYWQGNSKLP
CHRM5 PAM = potentiates acetylcholine response at human M5 receptor. P08912. CHO-K1 hM5, Fluo-8 calcium, ACh EC20 PAM; 0% = ACh EC20, 100% = ACh EC100. activation, % at 3 µM. 0.3% of 360,000 active. AID 624038;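 active = activation above the run cutoff, the mean activation of all test compounds plus 3 SD, cut at about 18% in these data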
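Assay system: CHO-K1 hM5 cells. Also added: acetylcholine at EC20 concentration, added after compound. Dosing: 3 µM, single dose. Times: compound preincubation 140 s before EC20 acetylcholine addition. Signal: Fluo-8 calcium fluorescence. Measure: % activation relative to EC20 and EC100 ACh responses. Repeats: singlicate, one well per test compound.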
CHRM4 agonist = agonists of human muscarinic M4 receptor (CHRM4) | CHO-K1 hM4/Gqi5, Fluo-8 calcium fluorescence; vehicle 0%, full acetylcholine response 100% | activation, % at 3 µM | 0.14% of 360,000 active | AID 624127;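 active = activation above the run mean over all test wells plus 3 SD, cut at about 32% in these data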;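 also: peak over basal fluorescence ratio per well then scaled between controls; 0% = DMSO wells and 100% = acetylcholine at EC100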
M4 antag = CHRM4 antagonism in calcium assay; CHO-hM4 cells, ACh EC80, Fluo-8 calcium fluorescence; inhibition, % at 3 µM; 0.73% of 360,000 active; AID 624125;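 active = inhibition above its plate's cutoff, the mean inhibition of sample wells plus 3 SD, cut at about 27% in these data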;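 also: 0% = acetylcholine EC80 with DMSO and 100% = DMSO without agonist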
M5 ag = CHRM5 agonism in calcium assay; P08912; CHO-K1 hM5 cells, Fluo-8 calcium fluorescence; 0% DMSO wells, 100% maximal acetylcholine response; activation, % at 3 µM; 0.19% of 360,000 active;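 active = activation above the run's mean over test compounds plus 3 SD, cut at about 23% in these data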;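 also: signal is peak over basal fluorescence ratio across the kinetic read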
CRFR2-BP antag = blocks CRF-induced signaling of the CRF-BP/CRF-R2 complex; HEK293 CRF-R2/CRF-BP, CRF-induced calcium fluorescence; inhibition, % at 11.8 µM; 0.59% of 350,000 active; AID 588475;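 active = inhibition of the ligand-induced calcium signal above about 50% at the single tested concentration, limit read from the data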
CHRM4 PAM = potentiates acetylcholine response at human M4 receptor; P08173; CHO-K1 hM4/Gqi5, Fluo-8 calcium fluorescence, ACh EC20; 0% = ACh EC20, 100% = maximal ACh; activation, % at 3 µM; 0.4% of 360,000 active; AID 624126;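 active = activation above its plate's cutoff, the mean activation of sample wells plus 3 SD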; also: some results filed as inactive read as strong as hits
CRFBP-R2 agonist = agonists of human CRF-binding protein/CRF-R2 receptor complex; HEK293 CRF-R2/CRF-BP, calcium dye fluorescence (FLIPR); percent of saturating CRF peptide response; activation, % at 13.2 µM; 0.46% of 350,000 active;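 active = activation of at least 50%, plus an integration ratio under a set limit after plate pattern correction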;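 also: plate controls were neutral control wells without compound for no effect and CRF at EC100 for full effect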
* = called active by the depositor; . = no result given; & = joins results of further samples; ! = repeats disagree.

canonical_smiles	IDE inh	CHRM5 antagonist	CHRM5 PAM	CHRM4 agonist	M4 antag	M5 ag	CRFR2-BP antag	CHRM4 PAM	CRFBP-R2 agonist
CN1C(=O)CC(N2CCN(Cc3ccc(Cl)cc3)CC2)C1=O (configuration not stated)	1	10	-7	0	3	-8	-4	-6	2.6
CC1CCCCN1CC(=O)Nc1ccc2c(c1)OCO2 (configuration not stated)	9	6	10	0	4	-3	0	1	-0.2
OCCCCNCc1cc(Br)ccc1OCc1ccccc1F	6	6	4	4	0	-3	-8	-3	6.0
CCCOc1ccc(C2C(=O)N(C3CCCCC3)CC(=O)N2CCCOCC)cc1OC (configuration not stated)	-5	8	-9	1	-2	2	-4	0	-0.3
CCCCNc1c(-c2ccc(OC)c(SC(C)CC)c2)nc2cc(C)ccn12 (configuration not stated)	4	8&18	-22&-17	12&9	31*!	-4&0	-5	-11&-7	0.8
COc1cc(C(=O)N2CCN(c3ncnc4sc(C)c(C)c34)CC2)cc(OC)c1OC	7	10	-7	2	4	4	-4	-1	-0.1
CN(c1cccc(Cl)c1)S(=O)(=O)c1cccc(C(=O)NN2CCOCC2)c1	4	2	0	1	-3	0	-6	1	0.7
Cc1ccc(NC(=O)Cc2nnc(SCC(=O)NC3CCCC3)n2C)c(C)c1	-2	3	-1	0	5	-1	-8	3	3.6
Cc1cc(Cl)cc(C)c1OCC(=O)NC1CCCCCC1	-4	9	-15	-1	3	-10	-9	-1	-1.3
CNc1c(N)n(Cc2ccccc2)c(=O)[nH]c1=O	0	-2	1	1	6	-1	-14	0	3.4
O=C(NCc1ccncc1)c1cncc(Br)c1	9	-11	6	1	-5	-1	3	-1	0.3
CC(=O)N(C)Cc1ccc(C(=O)CSc2nnc(C3CC3)n2C2CC2)cc1	-1	9	3	0	-7	1	-6	8	-0.6
COc1ccccc1N(C)S(=O)(=O)c1ccc(C(=O)OCC(=O)Nc2cc(C)on2)cc1	8	-4	1	1	-3	-1	4	0	-1.3
Cc1ccc(Cn2ncc(Cl)c(Cl)c2=O)cc1	4	3	7	0	22	-2	-6	9	0.3
CCNC(=O)C1(C)CCN(C(=O)c2cc(F)ccc2C)C1 (configuration not stated)	.	0	4	0	-5	1	.	6	.
COc1ccc(-c2ccc(CN3C(C(C)C)C(=O)N(Cc4cn(CCC5OCCO5)nn4)CCS3(=O)=O)cc2)cc1OC (configuration not stated)	.	-2	1	7	-5	0	-5	1	0.9
CC(=O)Nc1ccc(S(=O)(=O)Nc2nc(-c3ccc(C(C)(C)C)cc3)cs2)cc1	1	-3	7	0	11	-2	10	-2	4.0
COC(=O)[C@@H]1C[C@]2(OC(=O)c3ccccc3)C=CC(=O)C[C@@H]2N1C(=O)OCc1ccccc1	-3	6	-1	11	7	1	-9	-5	0.2
CC(NC(=O)CSc1nc2ccccc2c(=O)[nH]1)c1ccccc1 (configuration not stated)	12	2	-1	0	0	-7	10	-2	-2.4
CCOC(=O)[C@H]1[C@H]2COc3ccc(Br)cc3[C@@H]2N2C(=O)CN(Cc3ccccc3)C(=O)[C@@]12C	-1	-2	-5	9	-8	4	0	-5	-1.4
CSc1ncccc1C(=O)OCC(=O)Nc1nc(C)c(Cl)cc1Cl	2	13	-8	0	-5	1	-5	0	-5.6
CC1(C(=O)NS(=O)(=O)c2ccc(Cl)cc2)CCN1C(=O)Cc1cccs1 (configuration not stated)	.	0	-4	0	-15	2	.	5	.
CCOC(=O)c1c(NC(=O)COC(=O)Cn2cnc3ccccc32)sc(C)c1C	4	0	6	2	0	-7	1	4	-0.4
CN1C(=O)c2ccc(NC(=O)c3ccc(N4CCCCC4)c([N+](=O)[O-])c3)cc2C1=O	-6	8	-3	1	5	0	23	-1	1.8
Cc1ccc2ncnc(Oc3ncccc3[N+](=O)[O-])c2c1	2	-5	6	0	0	-5	-1	3	-1.5
CC[C@H]1CN2CCc3cc(OC)c(OC)cc3C2C[C@@H]1C[C@H]1NCCc2cc(OC)c(OC)cc21 (some centres not stated)	6	-14	-4	0	4	0	4	0	-0.1
Cc1cccc(C)c1NC(=O)CNC(=O)c1ccc(N2CCCC2=O)cc1	-1	7	2	1	1	3	-5	9	-0.1
O=C(CC(c1ccccc1)c1ccccc1O)NCCN1CCOCC1 (configuration not stated)	-5	-1	-3	1	-9	-5	-15	16	0.5
CCOC(=O)c1c(C)[nH]c(C(=O)COC(=O)C23CC4CC(CC(Cl)(C4)C2)C3)c1C	1	4	-2	0	7	-1	2	-1	0.3
Cc1ccc(C(=O)OCC(=O)NC2CCCCCC2)c(C)c1	.	-2	1	0	-18	-4	3	18	-2.2

Compound profiles, as listed above:
Cc1cccc(C)c1NC(=O)CNC(=O)c1ccc(N2CCCC2=O)cc1 reads IDE inh: -1; CHRM5 antagonist: 7; CHRM5 PAM: 2; CHRM4 agonist: 1; M4 antag: 1; M5 ag: 3; CRFR2-BP antag: -5; CHRM4 PAM: 9; CRFBP-R2 agonist: -0.1
Cc1ccc(NC(=O)Cc2nnc(SCC(=O)NC3CCCC3)n2C)c(C)c1 reads IDE inh: -2; CHRM5 antagonist: 3; CHRM5 PAM: -1; CHRM4 agonist: 0; M4 antag: 5; M5 ag: -1; CRFR2-BP antag: -8; CHRM4 PAM: 3; CRFBP-R2 agonist: 3.6

Shown as a hit in M4 antag, among the entries above:
canonical_smiles	IDE inh	CHRM5 antagonist	CHRM5 PAM	CHRM4 agonist	M4 antag	M5 ag	CRFR2-BP antag	CHRM4 PAM	CRFBP-R2 agonist
CCCCNc1c(-c2ccc(OC)c(SC(C)CC)c2)nc2cc(C)ccn12 (configuration not stated)	4	8&18	-22&-17	12&9	31*!	-4&0	-5	-11&-7	0.8

(cont.)
canonical_smiles	IDE inh	CHRM5 antagonist	CHRM5 PAM	CHRM4 agonist	M4 antag	M5 ag	CRFR2-BP antag	CHRM4 PAM	CRFBP-R2 agonist
Cc1cccc(N(C(=O)c2snc(C(N)=O)c2N)C(C(=O)NCC2CCCO2)c2ccc(N(C)C)cc2)c1 (configuration not stated)	-2	20	-9	0	1	-1	-35	-1	0.2
Cc1ccc(CN(C(=O)Cn2nnc3ccccc32)C(C(=O)NCc2ccco2)c2ccc(C)o2)cc1 (configuration not stated)	5	4	-9	10	9	2	2	-12	-0.2
C=CC[C@@H](CC(=O)N[C@@H](CO)Cc1ccccc1)C(=O)N[C@H](COC(=O)[C@H](CC=C)CC(=O)OC(C)(C)C)Cc1c[nH]c2ccccc12	-1	16	-2	4	19	0	3	-6	-1.0
CCOC(=O)C1CCN(C(=O)c2cc3cc4cc(OC)ccc4nc3o2)CC1	10	1	-6	4	-3	-1	14	1	-1.5
C/C(=N\NC(=O)COc1cccc2ccccc12)c1cccs1	-8	2	-4	2	-12	-2	0	4	2.3
CC(=O)Nc1nonc1NC(=O)CSc1nc2ccccc2o1	-2	-5	-4	4	-9	-2	-14	16	1.2
O=S1(=O)C[C@H](N2CCC[C@@H]2CO)[C@@H](COCc2ccccc2)N1	.	2	1	0	-14	2	.	9	.
CNC(=S)NNC(=O)c1sccc1OCc1ccccc1	-1	-2	1	1	-13	-2	4	16	0.8
CN(C)Cc1c(C(=O)N/N=C/c2ccc(OCc3c(F)cccc3Cl)cc2)nnn1-c1nonc1N	1	-2	0	1	-1	-5	-9	3	1.0
N#C/C(=C\c1ccc(OCc2ccc(Br)cc2)cc1)C(=O)Nc1cccc(C(=O)O)c1	-1	6	-1	0	16	-3	-3	0	0.8
CC1(C)CC(NCc2ccc3c(c2)OCO3)CCO1 (configuration not stated)	-4	-3	11	1	2	-1	0	-3	0.8
Cc1ccc(CNc2nc(-c3cccs3)nc3ccccc23)cc1	3	-12	-2	0	-23	-5	-32	-5	28
CC(=O)NCCNc1nc(NCC2CC2)nc2cc(-c3ccccc3)sc12	.	5	-2	10	-11	-1	.	-4	.
COC(=O)Nc1ccc(S(=O)(=O)Nc2cccc3ccccc23)cc1	6	9	-4	11	-1	6	-9	-8	-1.7
O=C1CCC(c2ccccc2)=NN1	1	-6	11	2	-12	-7	10	0	-0.3
COc1ccccc1N(CC(=O)NCCSCc1ccco1)S(=O)(=O)c1ccccc1	-2	18	-8	16	3	-1	13	-18	-2.2

Not a retest: an excerpt of the list.
canonical_smiles	IDE inh	CHRM5 antagonist	CHRM5 PAM	CHRM4 agonist	M4 antag	M5 ag	CRFR2-BP antag	CHRM4 PAM	CRFBP-R2 agonist
Cc1cccc(N(C(=O)c2snc(C(N)=O)c2N)C(C(=O)NCC2CCCO2)c2ccc(N(C)C)cc2)c1 (configuration not stated)	-2	20	-9	0	1	-1	-35	-1	0.2
Cc1ccc(CN(C(=O)Cn2nnc3ccccc32)C(C(=O)NCc2ccco2)c2ccc(C)o2)cc1 (configuration not stated)	5	4	-9	10	9	2	2	-12	-0.2
C=CC[C@@H](CC(=O)N[C@@H](CO)Cc1ccccc1)C(=O)N[C@H](COC(=O)[C@H](CC=C)CC(=O)OC(C)(C)C)Cc1c[nH]c2ccccc12	-1	16	-2	4	19	0	3	-6	-1.0

Pulled one by one from above (2):
canonical_smiles	IDE inh	CHRM5 antagonist	CHRM5 PAM	CHRM4 agonist	M4 antag	M5 ag	CRFR2-BP antag	CHRM4 PAM	CRFBP-R2 agonist
Cc1ccc2ncnc(Oc3ncccc3[N+](=O)[O-])c2c1	2	-5	6	0	0	-5	-1	3	-1.5
CSc1ncccc1C(=O)OCC(=O)Nc1nc(C)c(Cl)cc1Cl	2	13	-8	0	-5	1	-5	0	-5.6

Source: PubChem BioAssay
